Assay outcomes: PubChem BioAssay, several laboratories
NFkB transloc inh: blocks IL-1B driven NFkB nuclear translocation in HUVEC cells. HUVEC IL-1B NFkB p65 nuclear translocation imaging. inhibition, % at 2 µM. 0.43% of 94,000 active;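 active = inhibition above about 30% together with a positive call from visual inspection of the well image, limit read from the data; inconclusive = inhibition above a set limit but visual check negative; inactive = inhibition not above a set limit, visual check negative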;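 also: nuclear over cytoplasmic p65 intensity ratio measured by imaging; 0% = IL-1B stimulated DMSO wells and 100% = unstimulated DMSO wells; values of inactives mirror those of a sister screen read the other way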
Bcl-B displacement: displacers of TR3 peptide from Bcl-B, primary screen, selectivity assay for Bfl-1 inhibitor project, biochemical, fluorescence polarization | FP displacement of FITC-TR3 peptide from Bcl-B; higher % means a stronger effect | displacement, % at 20 µM, or IC50 in µM where a hit was titrated | 0.11% of 96,000 active | AID 748;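 active = displacement above 50% at 20 µM plus a fluorescence interference ratio under 1.5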;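 also: plate controls were wells without compound for no effect and wells lacking Bcl-B protein for full effect; a part of the inactive calls stands beside numbers as strong as those of hits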
PLAP inhibition: inhibition of human placental alkaline phosphatase – biochemical, luminescence, HTS (AID 690); purified PLAP, luminescent substrate; higher % means a stronger effect; inhibition, % at 20 µM; hits with a dose series show IC50 in µM; 0.08% of 96,000 active; in the data active = a potency from the dose series; inactive = the rest, 99 in 100 with inhibition below about 30%; also: strong numbers were not always called active
MRP resist rev: reverses drug resistance mediated by MRP. H69AR cells + 2 uM doxorubicin, CellTiter-Glo, 72 h. differential viability (reversal), % at 10 µM. 0.04% of 85,000 active. AID 602;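 active = viability drop by adding the cancer drug above about 55%, with treated viability meeting a 40% cutoff, limit read from the data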;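 also: viability without doxorubicin minus viability with 2 µM doxorubicin for each compound; larger differential means the compound sensitizes cells more to doxorubicin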
NFkB transloc pot: enhances IL-1B driven NFkB nuclear translocation; HUVEC IL-1B NFkB p65 nuclear translocation imaging; activation, % at 2 µM; 0.3% of 94,000 active;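 active = activation above 40%, about the mean plus 3 SD, also judged a hit on visual image review; inconclusive = activation above 40% but not a hit on visual review; inactive = activation not above 40% and no visual hit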;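 also: percent activation is computed from the nuclear over cytoplasmic p65 intensity ratio; values of inactives mirror those of a sister screen read the other way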
MRP resist rev cytotoxicity: second read-out of MRP resist rev, no call of its own (marks repeat the call); viability, %; H69AR cells, CellTiter-Glo, 72 h; measured here: cytotoxicity without doxorubicin
MRP resist rev with doxorubicin: recorded beside MRP resist rev, whose call it bears; viability, %; measured here: viability with 2 uM doxorubicin; hits give low values
NFkB transloc inh cell count 2 µM: further read-out of NFkB transloc inh, marked with its call; cell count; measured here: cells passing quality filter;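 raw number of nuclei counted in each imaged well without normalization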
NFkB transloc pot cell count 2 µM: second read-out of NFkB transloc pot, no call of its own (marks repeat the call); cell count; measured here: cells passing quality filter
An asterisk follows results filed as active; u = inconclusive; x = no result given.

SMILES | NFkB transloc inh | NFkB transloc inh cell count 2 µM | Bcl-B displacement | PLAP inhibition | MRP resist rev | MRP resist rev cytotoxicity | MRP resist rev with doxorubicin | NFkB transloc pot | NFkB transloc pot cell count 2 µM
CCOc1ccc(-n2c(SCC(=O)Nc3ccc4c(c3)OCO4)nc3ccccc3c2=O)cc1 | -3 | 157 | -4% | -35% | -1 | 86 | 87 | 3 | 157
O=C(Cn1cnc2c(cnn2-c2ccc(Cl)cc2)c1=O)NC1CCCCC1 | x | x | 1% | -2% | 9 | 104 | 94 | x | x
CCOC(=O)c1c(C)oc2ccc(OC(=O)N3CCOCC3)cc12 | x | x | -8% | -23% | 1 | 91 | 89 | x | x
CCCCNC(=S)NC(=O)c1ccc(Cl)cc1Cl | -41 | 140 | -14% | -18% | x | x | x | u | x
C=CCc1ccccc1OCC(O)CN1CCN(c2ccc(C)cc2)CC1 (centres undefined) | -14 | 112 | 0% | -34% | 4 | 76 | 73 | 14 | 112
O=C(COC(=O)C1COc2ccccc2O1)NC(=O)NC1CCCC1 (centres undefined) | -19 | 120 | -3% | -8% | -11 | 96 | 107 | 19 | 120
COc1ccccc1CNC(=O)CN(c1ccc(C)cc1)S(=O)(=O)c1c(C)n[nH]c1C | -26 | 179 | -29% | -79% | 13 | 82 | 69 | 26 | 179
Cc1ccc(NC(=O)CC2C(=O)NC3CCCCC3N2C(=O)c2ccc(F)cc2)cc1C (centres undefined) | -12 | 114 | -5% | -74% | 9 | 82 | 73 | 12 | 114
CCCC(=O)Nc1ccc(C(=O)/C=C/c2ccc(SC)cc2)cc1 | -5 | 185 | 14% | 15% | x | x | x | 5 | 185
CSc1ccccc1C(=O)Nc1cccc(C(C)=O)c1 | -25 | 55 | 0% | 9% | -7 | 91 | 98 | 25 | 55
Cn1c(C(=O)NCCN2CCOCC2)cc2sccc21 | 8 | 120 | 1% | 11% | 7 | 92 | 85 | -8 | 120
COc1ccc(CC(=O)Nc2cccc(-c3csc(C)n3)c2)cc1 | -29 | 184 | 8% | 10% | x | x | x | 29 | 184
O=C(NCc1ccc2c(c1)OCO2)c1cccc2c1C(=O)N(C1CCCCC1)C2 | 5 | 68 | 6% | 6% | -8 | 57 | 64 | -5 | 68
COC(=O)Cn1cc(/C=N/NC(=O)c2ccc(C#N)cc2F)c2ccccc21 | 2 | 77 | -7% | -11% | x | x | x | -2 | 77
COc1ccc(NC(=O)CS(=O)CC(=O)Nc2cc(Cl)ccc2OC)cc1 (centres undefined) | 5 | 121 | 0% | 18% | -4 | 87 | 91 | -5 | 121
O=C(c1ccc(-c2ccccc2)cc1)N1CCN(C(=O)c2ccco2)CC1 | -12 | 199 | 3% | -30% | -3 | 84 | 88 | 12 | 199
c1ccc(CSCc2cn3ccsc3n2)cc1 | -12 | 192 | -5% | 15% | 14 | 90 | 75 | 12 | 192
CCCCN=Cc1sc2ccc(OCC)cc2c1O | -6 | 179 | -13% | -36% | -2 | 98 | 100 | 6 | 179
Cc1nnc(NC(=O)c2ccccc2C(=O)O)s1 | 9 | 105 | -8% | 1% | -6 | 99 | 106 | -9 | 105
O=C(c1ccc(F)cc1)c1cn[nH]c1-c1ccccc1O | 13 | 84 | -13% | -147% | -3 | 79 | 82 | -13 | 84
Cc1ccc(S(=O)(=O)n2nc(OC(=O)c3c(-c4ccccc4Cl)noc3C)cc2N)cc1 | 9 | 93 | 0% | 1% | x | x | x | -9 | 93
Cn1c(=O)c(C(=O)CSc2nnc(Nc3ccccc3)s2)c(N)n(Cc2ccccc2)c1=O | -3 | 158 | -11% | 5% | x | x | x | 3 | 158
Cc1nnc(NC(=O)CSc2cn(Cc3ccccc3)c3ccccc23)s1 | 0 | 71 | -1% | 18% | 8 | 73 | 65 | 0 | 71
COC(=O)CC1=C(C(=O)OC)C(c2ccncc2)C(C#N)=C(N)O1 (centres undefined) | 11 | 86 | 5% | -15% | -8 | 72 | 80 | -11 | 86
O=C1CCC(=O)N1c1nc2nc(-c3ccccc3)cc(=O)n2[nH]1 | -8 | 188 | 2% | 3% | 2 | 107 | 105 | 7 | 188
CC(OC(=O)c1cccs1)C(=O)NCc1ccco1 (centres undefined) | 3 | 169 | 18% | 4% | -5 | 93 | 97 | -3 | 169
COC(=O)CN1C2(C#N)CCCCC2CC2CCCCC21C#N (centres undefined) | -14 | 137 | -3% | -20% | -4 | 102 | 106 | 14 | 137
Cc1ccc(N2CCN(c3ccc(C)cc3)C2c2ccccn2)cc1 | x | x | -14% | 8% | x | x | x | x | x
N#Cc1cccc(-c2nnc(SCc3ccccc3C#N)o2)c1 | -18 | 128 | 1% | -28% | 12 | 91 | 79 | 18 | 128
COc1ccc2sc(N3C(=O)C4CC=C(C)CC4C3=O)nc2c1 (centres undefined) | -26 | 121 | 7% | -29% | -4 | 87 | 92 | 26 | 121
Cc1ccc(-c2nc(CS(=O)(=O)CC(=O)N3CC(C)CC(C)C3)c(C)o2)cc1 (centres undefined) | x | x | -8% | -51% | 10 | 98 | 88 | x | x
CC(=O)N1CCCc2cc(S(=O)(=O)N3CCc4ccccc4C3)ccc21 | x | x | 2% | -35% | 12 | 88 | 76 | x | x
COc1cc(/C=N\NC(=O)c2sc(N)nc2C)cc(OC)c1OC | -7 | 172 | -10% | -5% | x | x | x | 7 | 172
CS(=O)(=O)N1CCN(c2ccccc2F)CC1 | -9 | 145 | -7% | 0% | -1 | 90 | 91 | 9 | 145
COCCOC(=O)c1[nH]c2c(c1C)C(=O)CC(c1cc(OC)ccc1OC)C2 (centres undefined) | x | x | 0% | 5% | x | x | x | x | x
Cc1cc(C)c2c(=O)c3c(oc2c1)C(=O)N(CCO)C3c1cccc(O)c1 (centres undefined) | -26 | 117 | 3% | -43% | 6 | 94 | 87 | 26 | 117
Cc1cc(C)c2cc(C#N)c(SCC(=O)NCC3CCCO3)nc2c1 (centres undefined) | -22 | 197 | -2% | -21% | 2 | 74 | 72 | 22 | 197
NC(=O)CSc1nnc(Cc2csc(Nc3ccc(F)cc3)n2)n1Cc1ccccc1 | -10 | 114 | x | x | 3 | 100 | 97 | 10 | 114
CCS(=O)(=O)Nc1cc(C(=O)OC)ccc1C(=O)OC | -22 | 89 | 11% | -11% | 14 | 103 | 89 | 22 | 89
O=C(c1c[nH]c2ccccc12)C(O)C(c1ccccc1)N1CCOCC1 (centres undefined) | -23 | 141 | -9% | 19% | 0 | 94 | 94 | 23 | 141
CC(NC(=O)c1cccnc1)C(c1cccs1)N1CCN(C)CC1 (centres undefined) | -8 | 185 | -5% | -1% | 9 | 100 | 91 | 8 | 185
N#Cc1ccc2ccn(CC(=O)NCc3ccccc3)c2c1 | -31 | 131 | -14% | -10% | -34 | 36 | 70 | 31 | 131
Cc1nnc(NC(=O)c2ccccc2Br)s1 | -3 | 67 | -8% | 2% | -5 | 108 | 112 | 3 | 67
CCOC(=O)c1sc(=S)n(-c2ccccc2OC)c1N | x | x | 0% | 3% | -12 | 86 | 98 | x | x
COc1cc(C=O)c(Br)cc1OC1CCCC1 | 12 | 47 | -1% | 8% | 2 | 97 | 95 | -12 | 47
CCCCOc1ccc(S(=O)(=O)N2CCCCCC2)cc1 | -22 | 43 | -6% | 21% | 12 | 89 | 77 | 22 | 43
CCCCOc1ccc(CSC(CC(=O)O)C(=O)O)cc1 (centres undefined) | -8 | 186 | x | x | 26 | 108 | 82 | 9 | 186
Nc1ccc(N2CCN(C(=O)c3cccs3)CC2)cc1 | 7 | 57 | x | -29% | -1 | 85 | 86 | -7 | 57
CCOc1ccc(OCCCN(C)C)cc1 | -7 | 171 | 9% | -25% | 16 | 101 | 85 | 7 | 171
Cc1cccc(N2C(=O)CCC2=O)c1 | -4 | 143 | x | x | -24 | 102 | 126 | 4 | 143

(list continues)
SMILES | NFkB transloc inh | NFkB transloc inh cell count 2 µM | Bcl-B displacement | PLAP inhibition | MRP resist rev | MRP resist rev cytotoxicity | MRP resist rev with doxorubicin | NFkB transloc pot | NFkB transloc pot cell count 2 µM
CC(C)NC(=O)c1nc2ccccc2s1 | 3 | 24 | 15% | 21% | 9 | 95 | 86 | -3 | 24
Cc1ccc(NC(=O)CCC(=O)OCC(=O)c2ccc(Oc3ccc([N+](=O)[O-])cc3)cc2)cc1C | -14 | 92 | 9% | -2% | x | x | x | 14 | 92
COC(=O)c1ccccc1NC(=O)c1ccc(COc2cc(C)cc(C)c2)o1 | 0 | 150 | -6% | -28% | x | x | x | 0 | 150
CCOC(=O)c1sc2nc(CC(=O)OC)nc(NCC(=O)OC)c2c1C | 1 | 107 | 3% | -2% | -9 | 82 | 91 | -1 | 107
CCOCCCNC(=O)c1ccccc1SC | 0 | 175 | 4% | -5% | x | x | x | 0 | 175
CC(C)(C)NS(=O)(=O)c1cnc(Cl)c(Cl)c1 | -7 | 149 | -11% | 16% | x | x | x | 7 | 149
CCOC(=O)C1=C(N)Oc2cc(C)oc(=O)c2C1c1cccnc1 (centres undefined) | -2 | 87 | -3% | -4% | 7 | 89 | 82 | 2 | 87
COc1cc(S(=O)(=O)N(Cc2ccc(C)cc2)C2CCCCC2)ccc1-n1cnnn1 | x | x | -2% | -52% | 2 | 74 | 73 | x | x
CCCn1nc(NC(=O)C2CCCO2)c2cc3cc(C)ccc3nc21 (centres undefined) | -6 | 139 | -4% | -9% | 12 | 86 | 74 | 6 | 139
CSCC[C@H](NC(=O)NCc1ccccc1F)C(=O)O | -6 | 170 | 1% | -18% | -1 | 104 | 105 | 6 | 170
CCOC(=O)c1[nH]c(C)c(/C(O)=C2\C(=O)C(=O)N(CCN(C)C)C2c2ccc(C)o2)c1C (centres undefined) | -13 | 163 | 7% | -40% | -26 | 19 | 46 | 13 | 163
COc1ccc(-c2c(C#N)c(N)nc3c2c(=O)n(C)c(=O)n3C)cc1 | -5 | 143 | x | x | -7 | 70 | 77 | 5 | 143
COC(=O)CCCCCc1ccc(C(C)=O)s1 | -5 | 178 | -4% | -11% | 15 | 107 | 93 | 5 | 178
O=C(Nc1ccc(F)cc1F)c1cc2n(n1)C(C(F)(F)F)C1CCCCC1N2 (centres undefined) | -8 | 182 | -30% | 1% | x | x | x | 8 | 182
CC(=O)COC(=O)CCc1nc2ccccc2[nH]c1=O | -3 | 102 | 5% | -4% | 5 | 96 | 91 | 3 | 102
Cn1c(N2CCC(C(N)=O)CC2)nc2c1c(=O)n(Cc1ccc(Cl)cc1)c(=O)n2C | 7 | 89 | 8% | -46% | 0 | 92 | 92 | -7 | 89
COc1ccc(NC(=O)C(CC(C)C)NC(=O)c2ccccc2C)cn1 (centres undefined) | -12 | 165 | 23% | -41% | 3 | 91 | 88 | 12 | 165
Cc1cc(NC(=O)C2CCCCC2)nc2c1c(=O)oc1ccccc12 | 9 | 119 | -12% | 2% | x | x | x | -9 | 119
COc1ccc(NC(=O)CSc2nnc(-c3cccs3)n2C)cc1OC | x | x | 4% | 6% | 0 | 83 | 83 | x | x
COC(=O)c1ccc2nc(C(F)(F)F)[nH]c2c1 | 6 | 99 | 4% | 3% | 15 | 102 | 86 | -6 | 99

Whole records as entered above. Values in the order: NFkB transloc inh, NFkB transloc inh cell count 2 µM, Bcl-B displacement, PLAP inhibition, MRP resist rev, MRP resist rev cytotoxicity, MRP resist rev with doxorubicin, NFkB transloc pot, NFkB transloc pot cell count 2 µM
`CCCn1nc(NC(=O)C2CCCO2)c2cc3cc(C)ccc3nc21` (centres undefined) reads -6, 139, -4%, -9%, 12, 86, 74, 6, 139
`Cc1cc(C)c2cc(C#N)c(SCC(=O)NCC3CCCO3)nc2c1` (centres undefined) reads -22, 197, -2%, -21%, 2, 74, 72, 22, 197
`CCOCCCNC(=O)c1ccccc1SC` reads 0, 175, 4%, -5%, x, x, x, 0, 175

An excerpt, so the mix of outcomes need not match the whole.
